Screening results as filed in PubChem BioAssay.
Pol kappa inh = inhibitors of human DNA polymerase kappa | Q9UBT6 | purified Pol kappa, fluorescent DNA synthesis assay, 10 min | Potency, µM (series often up to 107 µM), without a hit: at the top dose activity, negative = inhibition, most hits filed as inhibitors | 400,000 compounds, 0.53% hits; note: potency is the fitted concentration of half-maximal effect; % is set by controls: 0 for no effect and ±100 for the full control effect
Target sequence (Q9UBT6 whole entry, looked up): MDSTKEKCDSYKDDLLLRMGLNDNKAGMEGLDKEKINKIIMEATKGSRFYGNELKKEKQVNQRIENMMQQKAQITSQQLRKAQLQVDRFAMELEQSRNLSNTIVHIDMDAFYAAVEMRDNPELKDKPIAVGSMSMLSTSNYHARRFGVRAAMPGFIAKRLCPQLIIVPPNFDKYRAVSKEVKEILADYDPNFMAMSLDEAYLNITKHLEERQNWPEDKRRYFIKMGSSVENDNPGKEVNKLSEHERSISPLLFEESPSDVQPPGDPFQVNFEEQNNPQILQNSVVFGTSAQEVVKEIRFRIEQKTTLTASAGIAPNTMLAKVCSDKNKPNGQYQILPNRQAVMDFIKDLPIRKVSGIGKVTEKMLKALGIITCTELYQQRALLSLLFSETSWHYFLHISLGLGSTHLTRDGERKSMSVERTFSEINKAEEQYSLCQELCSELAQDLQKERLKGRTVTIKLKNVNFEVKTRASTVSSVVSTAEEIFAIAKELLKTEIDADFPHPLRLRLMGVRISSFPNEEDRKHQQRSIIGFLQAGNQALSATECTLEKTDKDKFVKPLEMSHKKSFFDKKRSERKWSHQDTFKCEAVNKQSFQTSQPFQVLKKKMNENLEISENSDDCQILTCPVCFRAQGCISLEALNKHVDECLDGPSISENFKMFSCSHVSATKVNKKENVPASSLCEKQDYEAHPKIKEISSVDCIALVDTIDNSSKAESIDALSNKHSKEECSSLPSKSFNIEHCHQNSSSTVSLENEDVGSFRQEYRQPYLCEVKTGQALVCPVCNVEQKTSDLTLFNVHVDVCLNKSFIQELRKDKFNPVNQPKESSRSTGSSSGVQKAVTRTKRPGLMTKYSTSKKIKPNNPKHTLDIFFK
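50 nM final substrate added after 15 min RT preincubation of 10 nM Pol kappa with compound; fluorescence read at 0 and 10 min.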
LDHA block = LDHA (human) enzyme inhibition | activity change, % (values are at about 110 or 230 µM) | 480,000 compounds, 0.15% hits | AID 1347041 | purified LDHA, NADH/diaphorase-resazurin fluorescence; hits give low values; in the data active = activity change below about -30%; inconclusive = mostly about -25% to -30%;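 note: plate controls were DMSO wells for no effect and wells without enzyme for full effect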
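LDH5 2 nM; NADH 0.06 mM, pyruvate 0.2 mM; 200 mM Tris pH 7.4, EDTA, Tween-20; 5 min RT. Detection: diaphorase 0.133 mg/mL + resazurin 37 µM, fluorescence ex540/em590 at 0 and 20 min; normalized to enzyme-free and DMSO wells.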
RGS4 inhibitor = inhibitors of human regulator of G protein signaling 4; Transcreener GDP fluorescence polarization, RGS4-accelerated GTP hydrolysis; 390,000 compounds, 0.039% hits; Potency, µM (titrated, usually from 114 µM), without a hit: at the highest dose activity change, negative = inhibition, hits mostly inhibitors; AID 504845; P49798; note: potency is the fitted concentration of half-maximal effect; % is set by controls: 0 for no effect and ±100 for the full control effect; nearly all actives have a fitted effect of over 75% in size; some results filed as inactive show a strong effect at the top dose
Target sequence (P49798 whole entry, looked up): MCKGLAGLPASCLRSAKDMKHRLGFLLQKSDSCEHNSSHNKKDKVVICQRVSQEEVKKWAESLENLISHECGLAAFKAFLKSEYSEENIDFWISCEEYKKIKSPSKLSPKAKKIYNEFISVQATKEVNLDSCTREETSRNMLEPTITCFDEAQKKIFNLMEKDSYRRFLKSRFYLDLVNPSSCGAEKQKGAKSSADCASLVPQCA
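MLSMR compounds (23 nl, pin-transferred) preincubated 10 min at room temperature with a 500nM (2x) first reagent, then RGS4 at 900nM (2x) plus Transcreener GDP mix added; fluorescence polarization (620/688 nm) read before and after 90 min at 30 °C.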
APEX1 inh = blocks human APE1 abasic DNA cleavage | Potency, µM (series often up to 65.8 µM), without a hit: at the top dose activity change, negative = inhibition, hits mostly inhibitors | recombinant APE1, TAMRA/BHQ-2 abasic DNA cleavage fluorescence | 350,000 compounds, 0.35% hits | P27695 | AID 2517;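 note: potency is the fitted concentration of half-maximal effect; plate controls were vehicle for no effect and reference inhibitor for full effect; nearly all actives have a fitted effect of over 55% in size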
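Step 1: APE1 (0.75 nM) with compound, 15 min RT. Step 2: add 50 nM fluorophore/quencher THF duplex. Step 3: three fluorescence reads 60 s apart (525/598 nm); read 3 minus read 1 = reaction progress.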
ERG Ets-DNA blk = blocks human ERG Ets domain binding to DNA | P11308 | Potency, µM (highest dose often 76.9 µM), inactives show at the highest dose FP activity, negative = inhibition, most hits filed as inhibitors | 370,000 compounds, 0.028% hits | AID 624246 | fluorescence polarization, His-ERG Ets domain / labelled DNA; active = well fitted inhibition curve with a large enough effect in the polarisation, with a control signal flat; inconclusive = small, poorly fitted or top-dose-only effect, or effect the other way, or a change in a side signal; inactive = no such curve, though single readings can be large or run the other way; the % refers to the polarisation;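 note: polarization taken with two DNA probes labelled with fluorescein and Texas red; potency is the fitted concentration of half-maximal effect; % of control where 0% means no effect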
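His-tagged ERG Ets domain (1 uM in the protein solution; 300mM KCl, 50mM Tris-HCl, 1mM EDTA, 1mM DTT, pH 7.5) received compound, then a probe mix of 5 nM fluorescein-DNA and 100nM Texas-615-DNA. Fluorescence polarization was read for both dyes.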
Pol eta inh = DNA polymerase eta (human) inhibition; Q9Y253; recombinant Pol eta, fluorescent DNA replication assay; Potency, µM (titrated, usually from 114 µM), for inactives: at the top dose activity change, negative = inhibition, most hits filed as inhibitors; 390,000 compounds, 1.2% hits; AID 588591; note: potency is the fitted concentration of half-maximal effect; % is set by controls: 0 for no effect and ±100 for the full control effect
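Pol eta (10 nM) was preincubated with compounds for 15 min at room temperature, after which fluorescent replication substrate (50 nM final) was added to start the reaction. Fluorescence was read kinetically at 0 and 10 min.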
ALOX12 inh = inhibitors of human 12S-lipoxygenase ALOX12; P18054; purified 12hLO, xylenol orange hydroperoxide absorbance; Potency, µM (doses to about 108 µM), for the others: at the highest dose activity change, negative = inhibition, hits mostly inhibitors; 580,000 compounds, 1.1% hits; AID 1671190; note: potency is the fitted concentration of half-maximal effect; % is set by controls: 0 for no effect and ±100 for the full control effect
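Purified human 12hLO at 150 nM in 25 mM Hepes, 0.01% Triton X-100, pH 7.0, preincubated 15 min at room temperature with compound. Reaction started with 40 uM arachidonic acid, 30 min at room temperature. Hydroperoxide measured by Fe-xylenol orange, 573/405 nm absorbance ratio.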
Anesthetic bind = candidate novel general anesthetic via apoferritin binding | P02791 | apoferritin/1-aminoanthracene competitive binding, fluorescence | Potency, µM (top dose mostly 77.5 µM), without a hit: at the top dose activity change, negative = displacement, most hits filed as inhibitors | 350,000 compounds, 0.074% hits | AID 485281; note: potency is the fitted concentration of half-maximal effect; % is set by controls: 0 for no effect and ±100 for the full control effect; nearly all actives have a fitted effect of over 20% in size
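10 uM apoferritin + 50% sat. 1-AMA, PBS; cpd 10 min RT; Ex380/Em535 endpoint; normalized to free probe vs complex; 4-param Hill fit; propofol titration as pos. ctrl.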
Pol beta inh = blocks human DNA polymerase beta activity | Pol beta primer extension/strand displacement, fluorescence kinetic | Potency, µM (doses to about 114 µM), for the others: top-dose activity change, negative = inhibition, hits mostly inhibitors | 340,000 compounds, 1.3% hits | AID 485314; note: potency is the fitted concentration of half-maximal effect; % is set by controls: 0 for no effect and ±100 for the full control effect
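Pol beta (10 nM) was preincubated with compound for 15 min at room temperature. The reaction was then started with 50 nM substrate and read immediately and after a further 10 min at room temperature.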
Starred values were filed as active, the others as inactive; i = inactive; ? = inconclusive; . = no result given; & = joins results of further samples; [ ] = another dose, or the depositor's remark. Unless noted, calls come from the whole dose curve; as a rule, active = well fitted curve in the direction sought with a large enough effect; inconclusive = small, poorly fitted or top-dose-only effect, or another doubt; inactive = no such curve, though single readings can be large; an effect the other way counts as inactive or inconclusive.

Screens in order – Pol kappa inh	LDHA block	RGS4 inhibitor	APEX1 inh	ERG Ets-DNA blk	Pol eta inh	ALOX12 inh	Anesthetic bind	Pol beta inh
Cc1cc(C)n(C(=O)C(C)N2C(=O)c3ccccc3C2=O)n1 (centres undefined)
→ -2%	-2	-2%	-5%	-10%	-15%	21%	?	-13%
Cc1cc2cc(CNC(=O)NC3CCCCC3)ccc2[nH]1
→ -6%	-2	-6%	9%	.	-17%	-14%	-12%	5%
COc1ccccc1CNC(=O)c1ccc(S(=O)(=O)N(C)C)cc1
→ 0%	-2	14%	-3%	-2%	-6%	8%	-8%	-1%
CCNC(=O)c1cc2n(n1)CCCN(Cc1ccc(C)cc1)C2=O
→ 1%[60.1 µM]	2	0%	.	1%	-21%	-17%	0%	9%
COc1cc(NC(=S)NC2CC(C)(C)NC(C)(C)C2)c(OC)cc1Cl
→ 9%[60.1 µM]	-1	?	-7%	13%	8%	-16%	-9%	13%
Brc1ccc2ncnc(NCc3ccco3)c2c1
→ -6%	1	-12%	-39%	-4%	-10%	-19%	-22%	11%
NC(=O)CC(NC(=O)Cc1ccc(Br)cc1)c1ccc(N2CCC(Br)CC2)c([N+](=O)[O-])c1 (centres undefined)
→ -24%	-22	-14%	-1%	-7%	-5%	-29%	-21%	?
Cn1c(=O)c2c(nc(Oc3ccc(F)cc3)n2Cc2ccc(F)cc2)n(C)c1=O
→ -11%[60.1 µM]	11&-2	6%	.	1%	-2%	1%&-28%	-3%	-13%
Cc1ccc(S(=O)(=O)N2CCN(Cc3nc4ccccc4n3C)CC2)cc1
→ -9%	-2	-8%	-3%	.	-1%	3%	?	-18%
COc1ccc(C(C)=O)cc1COC(=O)[C@H](Cc1ccccc1)NC(=O)c1ccco1
→ -10%	1	-38%	-9%	3%	-27%	12%	.	.
Cc1ccc(/C=C2/SC(=S)N(CCC(=O)N3CCOCC3)C2=O)cc1
→ -5%	-3	-23%	55%[activator]	1%	-11%	1%	-7%	1%
CCn1cc2c(n1)-c1c(oc(C(=O)Nc3ccc(Br)cc3F)c1C)CC2
→ -8%	12	-4%	.	-1%	-11%	-2%	5%	0%
CSc1ncc(CN2CCC(C(=O)Nc3cccc(-c4cscn4)c3)CC2)cn1
→ -7%	-2	-1%	-4%	-7%	-7%	i	-7%	-3%
CN(C)S(=O)(=O)c1cccc(-c2nn(-c3ccccc3)cc2/C=C(/C#N)C(=O)NCc2ccco2)c1
→ -10%	-4	4%	-2%	-6%	-10%	-12%	0%	2%
CC(=O)Nc1ccc(S(=O)(=O)N(C#N)c2nc(N(C)C)nc(N(C)C)n2)cc1
→ -1%	-4	-13%	-8%	2%	-24%	-28%	-1%	11%
COc1ccc(CNC(=O)C2CCN(Cc3nc(-c4ccc(Cl)cc4)oc3C)CC2)cc1
→ -10%	-18	-4%	.	0%	-20%	-28%	-10%	-3%
COc1ccccc1C(=O)NCCC(=O)NCCCSc1ccccc1
→ -1%	-11	5%	0%	.	0%	1%	.	.
COC(=O)C1=C(C)NC(=O)NC1/C=C/c1ccccc1 (centres undefined)
→ -22%	-2	-5%	-7%	3%	2%	10%	8%	-1%
O=c1[nH]c2cccnc2n1-c1ccc([N+](=O)[O-])cc1
→ -7%	-1	30%[11.4 µM]	14%	-13%	23%	-4%	0%	15%
Clc1ccc(CN2C3=NCCCN3c3ccccc32)c(Cl)c1
→ -2%	-3	16%	1%	-3%	-20%	.	-10%	34%
O=C(NC(=S)N1CCCc2ccccc21)c1ccccc1
→ -9%	7	11%	10%	-2%	-8%	?	-17%	34%
COc1ccc(NC(=O)COc2ccc(/C=C/c3cccc[n+]3C)cc2OC)cc1
→ ?	-12	-1%	31%	-14%	-14%	?	24%	11µM*
Cc1ccccc1NC(=O)CSc1nc2ccc(NC(=O)COc3ccccc3F)cc2s1
→ -10%	-18	-10%	.	0%	-10%	-21%	37%[activator]	14%
Cc1cccc(-n2nc3c(c2NC(=O)CCC2CCCCC2)CS(=O)C3)c1C (centres undefined)
→ -7%	-11	2%	1%	-1%	-20%	10%	-7%	2%
COc1ccc(C[C@H]2CN3C(=NC[C@@H]3C(C)C)N2CCNC(=O)c2ccc(C)c(Br)c2)cc1
→ -15%	-3	3%	4%	-2%	-14%	.	-23%	26%
CN1C(=O)C(CC(=O)Nc2ccccc2F)N(NC(=O)c2ccc(Br)cc2)C1=S (centres undefined)
→ 1%	-1	-41%	21%	2%	-15%	?	2%	0%
O=S(=O)(c1ccc(S(=O)(=O)N2CCN(C3CCCCC3)CC2)cc1)N1CCCCCC1
→ -13%	-1	9%	-2%	-4%	-7%	14%	-8%	-2%
Cc1cc(CNCCN(C)C)c(C)n1-c1cc(S(=O)(=O)N2CCOCC2)ccc1N1CCCC1
→ 4%	-14	-35%	.	.	-3%	434%[activator]	.	.
CCNc1ccccc(-c2ccc3ccccc3n2)c1=O
→ -24%	14	-22%	2%	-3%	-15%	-1%	2%	?
Cc1ccc2[nH]c(=O)c(CN(CCc3ccccc3)Cc3nnnn3CC3CCCO3)cc2c1 (centres undefined)
→ -5%	-5	15%	2%	.	-17%	?	-7%	27%
COC(=O)c1ccc(NC(=O)COc2ccc(S(=O)(=O)NC(C)C)cc2)cc1
→ -4%	-22	16%	1%	.	-5%	-2%	-9%	-13%
CCOC(=O)N1CCN(c2ccc(O)cc2)CC1
→ 2%	19	-30%	1%	3%	-19%	?	-13%	26%
O=C(CSc1ccc(-c2ccccc2)nn1)c1cccs1
→ -6%	-1	-30%	-7%	4%	-18%	3%	?	-1%
COC(=O)c1ccsc1NC(=O)c1cccc(OC)c1
→ -5%	5	6%	-2%	?	-25%	0%	-20%	-1%
CC1CCN(C(=O)c2cc3nc(C4CC4)cc(C(F)(F)F)n3n2)CC1
→ -17%	1	12%	7%	-3%	0%	0%	1%	-4%
CC(=O)c1cc(-c2ccccc2)n(CC(=O)NCc2ccccc2C)c1C
→ -3%	-21	13%	.	0%	3%	-20%	6%	-13%
CC1=CCC(C(=O)O)C(C(=O)Nc2ccc(-c3nc4ccc(C)cc4s3)cc2)C1 (centres undefined)
→ ?	-14	-6%	?	1%	45µM*	?	2%	16µM*
O=C(Nc1ccc2nc(-c3cccnc3)[nH]c2c1)C1CCCCC1
→ -4%	1	10%	3%	-2%	-22%	22%	-3%	1%
NS(=O)(=O)c1ccc(NC(=O)CN2CCN(Cc3ccccc3)CC2)cc1
→ 5%	-3	-2%	-3%	-4%	-13%	75%[activator]	4%	-2%
COCCNC(=O)CCn1c(=O)c2cc(OC)c(OC)cc2n(CC(=O)Nc2ccccc2C)c1=O
→ 0%	-6	6%	.	3%	-25%	-43%	-2%	-4%
O=C(NCCc1c[nH]c2ccccc12)/C(=C/c1ccco1)NC(=O)c1ccco1
→ 1%	-8	-20%	-4%	3%	-1%	-29%	-6%	-2%
Cc1cc(C)cc(C(=O)NCCC(=O)NCc2cc(=O)n(C)c(=O)n2C)c1
→ 3%	-4	-6%	10%	-1%	-17%	19%	-6%	42%
C=CC[C@H](CC(=O)NCCO)C(=O)N[C@@H](COC(=O)[C@H](CC=C)CC(=O)OC(C)(C)C)Cc1ccccc1
→ -9%	1	-2%	18%	-4%	-7%	?	.	.
CCC(C)c1ccc(NC(=O)NCCN2CCCCC2)cc1 (centres undefined)
→ -33%	-2	20%	-1%	1%	-16%	?	?	2%
COc1cc([N+](=O)[O-])ccc1NC(=O)CN1CCN(C(=O)c2ccco2)CC1
→ -5%	-5	-22%	11%	-5%	-1%	6%	-15%	-13%
CCC(CC)C(=O)Nc1ccccc1C(=O)OCc1cc(=O)n2nc(C3CCCCC3)sc2n1
→ -6%[60.1 µM]	-10	28%	.	-3%	-18%	?	-5%	15%
COC(=O)c1ccc(OC(=O)CS(=O)c2ccccc2[N+](=O)[O-])cc1 (centres undefined)
→ -3%	1	-27%	12%	-2%	-3%	?	-8%	19%
CC(C)C(=O)N(c1ccc2oc(=O)sc2c1)S(=O)(=O)c1ccccc1
→ -4%	3	?	3%	13%	5%	?	-19%	0%
N#C/C(=C1/CCCN1)c1ccccn1
→ -9%	-5	-2%	-2%	-2%	-19%	15%	-12%	3%
CSCCC(NS(=O)(=O)c1ccc(C)cc1)C(=O)N(C)CC(=O)Nc1ccccc1Br (centres undefined)
→ -10%	-3	-21%	.	3%	-17%	7%	.	.
CC(C)Oc1ccc(CCC(=O)N/N=C/c2ccncc2)cc1
→ -1%	1	-19%	2%	-15%[15.4 µM]	-14%	-40%	7%	-1%
COC(=O)c1c(NC(=O)C(=O)NCCCN2CCOCC2)sc2c1CCCC2
→ -1%	-3	9%	39%[activator]	1%	1%	19%	-10%	11%
CN(C)c1ccc(NC(=O)CSC2=Nc3ccccc3C3=NC(CC(=O)NCc4ccc5c(c4)OCO5)C(=O)N23)cc1 (centres undefined)
→ -4%[60.1 µM]	9	-20%	.	-12%	?	-8%	-22%	?
CCN1CCN(c2ccc(S(=O)(=O)N3CCOCC3)cc2NC(=O)c2ccc(C)c(C)c2)CC1
→ -13%	-1	-28%	5%	6%	-6%	-24%	.	.

A portion of the library (hit frequency here may not be typical).
